CBFb RUNX1 block: inhibitors of human CBF-beta and RUNX1 interaction. 230,000 tested, under 10 active. Q01196+Q13951. AID 1477. Potency, µM (series often up to 59.8 µM), without a hit: at the highest dose activity, negative = inhibition, actives largely listed as inhibitors. AlphaScreen CBFb-His/RUNX1-biotin binding, biochemical; also: % of control where 0% means no effect
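Read-out: AlphaScreen. Format: His-CBF-beta with biotinylated RUNX1 (30 nM each) preincubated 20 min, compound 15 min, Ni-chelate plus streptavidin beads 90 min; room temperature throughout.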
Tau fluor counter: counter-screen for tau fibril formation inhibitors | tau K18 P301L Alexa594 fluorescence, heparin fibrillization | Potency, µM (titrated, usually from 57.7 µM), without a hit: top-dose activity change, negative = decrease | AID 1463 | 280,000 compounds, 0.93% hits; also: potency is read from the fitted curve at half-maximal effect; % is scaled to controls: 0 for no effect and ±100 for the full control effect; nearly all actives have a fitted effect of over 55% in size
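Human tau K18 P301L (15 uM unlabeled, 0.24 uM Alexa 594-labeled) in 100 mM sodium acetate pH 7 with 20 uM heparin, 6 hr at 37 C. ThT 30 uM added, 1 hr ambient; Alexa 594 FP and total fluorescence read at 555/632 nm.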
GLA spleen mod: alpha-galactosidase A (human) modulation; P06280; human spleen homogenate, 4MU-alpha-Gal fluorescence, 40 min; Potency, µM (highest dose often 80 µM), without a hit: at the highest dose activity change, negative = inhibition, hits mostly inhibitors; 240,000 compounds, 0.008% hits;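 also: potency is read from the fitted curve at half-maximal effect; 0% = enzyme with vehicle and -100% = no enzyme basal signal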
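Fluorogenic readout (Ex 365/Em 440 nm) of 4-methylumbelliferone released from 1 mM 4-MU-alpha-galactoside by spleen homogenate, 40 min at 37C, pH 5.0. Data normalized to no-enzyme and enzyme controls; Hill-equation AC50 from compound titrations.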
Epigenetic derep: epigenetic control regulation, reporter derepression; murine LDR cells, GFP reporter derepression, 30 h; 280,000 compounds, 0.2% hits; Potency, µM (doses to about 53.9 µM), for inactives: at the highest dose GFP activation, actives largely listed as activators; AID 1865; also: potency is read from the fitted curve at half-maximal effect; % of control where 0% means no effect; nearly all actives have a fitted effect of over 60% in size
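Murine LDR cells bearing a silenced CMV-driven GFP reporter were exposed to compound for 30 h at 37 C. After PBS washes, GFP-positive cells (20-120 um objects) counted by laser-scanning microplate cytometry.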
TexasRed fluor: Texas Red fluorescence interference in TRb-SRC2 counter-screen. TRb/SRC2 Texas Red total fluorescence interference. Potency, µM (titrated, usually from 106 µM), for inactives: top-dose fluorescence change, negative = quenching. 280,000 compounds, 0.29% hits; active = well fitted curve in either direction with a large enough effect; inconclusive = small, poorly fitted or top-dose-only effect; also: potency is read from the fitted curve at half-maximal effect; % is scaled to controls: 0 for no effect and ±100 for the full control effect
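Flags fluorescent or light-absorbing compounds by total fluorescence, S + 2P, at 555 nm excitation and 632 nm emission. Mixture: 20 nM Texas Red SRC2 peptide, 0.6 uM human TRb LBD, 1 uM T3, 5% DMSO; compound exposure 5 h at ambient temperature.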
NPSR antagonist: neuropeptide S receptor (human) antagonism, cAMP; 220,000 compounds, 1% hits; CHO-NPSR cells, cAMP TR-FRET, antagonist mode; Q6W5P4; Potency, µM (doses to about 38.3 µM), without a hit: at the highest dose activity change, negative = inhibition, hits mostly inhibitors; AID 1461; also: potency is read from the fitted curve at half-maximal effect; % is scaled to controls: 0 for no effect and ±100 for the full control effect; nearly all actives have a fitted effect of over 50% in size; many of its hits are not listed in these tables
Target sequence (Q6W5P4 whole entry, looked up): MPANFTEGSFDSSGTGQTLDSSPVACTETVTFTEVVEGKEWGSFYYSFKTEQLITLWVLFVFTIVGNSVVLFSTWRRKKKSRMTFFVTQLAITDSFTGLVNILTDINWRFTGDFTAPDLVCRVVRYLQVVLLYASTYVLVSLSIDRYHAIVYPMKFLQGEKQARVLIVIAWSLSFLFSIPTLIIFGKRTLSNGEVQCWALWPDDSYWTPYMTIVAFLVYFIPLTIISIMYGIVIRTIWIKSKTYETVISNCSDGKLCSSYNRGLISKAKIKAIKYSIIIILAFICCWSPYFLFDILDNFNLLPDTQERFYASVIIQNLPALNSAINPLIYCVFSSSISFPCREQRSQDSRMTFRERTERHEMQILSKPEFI
Tau fibril FP: blocks human tau fibril formation measured by polarization; 280,000 compounds, 0.39% hits; P10636; K18 P301L tau heparin fibrillization, Alexa594 FP, 6 h; Potency, µM (doses to about 57.7 µM), inactives show top-dose activity, negative = inhibition, most hits filed as inhibitors; AID 1468; also: potency is read from the fitted curve at half-maximal effect; % is scaled to controls: 0 for no effect and ±100 for the full control effect; nearly all actives have a fitted effect of over 55% in size
Target sequence (P10636 561-689 P618L limits assumed): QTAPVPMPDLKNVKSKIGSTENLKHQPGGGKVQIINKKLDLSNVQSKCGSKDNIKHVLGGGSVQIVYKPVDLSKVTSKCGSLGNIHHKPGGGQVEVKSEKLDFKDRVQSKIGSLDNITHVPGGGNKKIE
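Human tau K18 […] P301L fragment, 15 uM unlabeled plus 0.24 uM Alexa 594-labeled tau (final), with compound and 20 uM heparin in 100 mM sodium acetate pH 7; 6 hr at 37 C, then Alexa 594 FP read.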
TRb SRC2 PPI: disrupts binding of human TR beta to SRC2 | TRbeta-SRC2 peptide binding, fluorescence polarization; receptor liganded with 1 µM T3 | Potency, µM (top dose mostly 106 µM), inactives show at the top dose activity change, negative = inhibition, most hits filed as inhibitors | 280,000 compounds, 0.065% hits | AID 1469;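 also: potency is read from the fitted curve at half-maximal effect; plate controls were bound peptide for no effect and peptide without receptor for full effect; nearly all actives have a fitted effect of over 50% in size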
Target sequence (P10828 whole entry, looked up): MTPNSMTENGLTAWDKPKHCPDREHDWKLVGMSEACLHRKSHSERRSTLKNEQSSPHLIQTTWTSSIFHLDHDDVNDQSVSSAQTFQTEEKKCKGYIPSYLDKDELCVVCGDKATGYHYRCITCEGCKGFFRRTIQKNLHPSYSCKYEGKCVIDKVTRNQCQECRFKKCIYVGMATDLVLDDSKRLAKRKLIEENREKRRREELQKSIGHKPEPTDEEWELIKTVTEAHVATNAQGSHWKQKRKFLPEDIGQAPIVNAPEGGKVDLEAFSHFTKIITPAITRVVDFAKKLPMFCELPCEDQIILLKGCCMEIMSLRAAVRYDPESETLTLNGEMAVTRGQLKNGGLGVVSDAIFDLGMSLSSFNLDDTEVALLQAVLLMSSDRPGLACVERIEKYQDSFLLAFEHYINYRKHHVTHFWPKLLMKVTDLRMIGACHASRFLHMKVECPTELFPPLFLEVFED
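Quantitative HTS by FP: 0.6 uM TRb LBD, 20 nM labeled SRC2 20-mer, 1 uM T3, 5% DMSO; 5 hr ambient incubation; % activity per concentration and potencies from concentration series.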
* marks the source's active call; other numbers are inactive results; ? = inconclusive; . = not tested or not shown; [ ] = another dose, or the depositor's remark. Unless noted, calls follow the shape of the dose curve; as a rule, active = well fitted curve in the direction sought with a large enough effect; inconclusive = small, poorly fitted or top-dose-only effect, or another doubt; inactive = no such curve, though single readings can be large; an effect the other way counts as inactive or inconclusive. This is a subset (hit frequency here may not be typical).

Values run as follows: CBFb RUNX1 block | Tau fluor counter | GLA spleen mod | Epigenetic derep | TexasRed fluor | NPSR antagonist | Tau fibril FP | TRb SRC2 PPI
Cc1oc(C(C)(C)C)cc1C(=O)NC1CCN(Cc2ccccc2)CC1
  0% | -15% | 3% | 0.0% | 2% | 14% | -4% | 2%
CSc1ncc(Cl)c(C(=O)Nc2nc3ccc(F)cc3s2)n1
  . | -1% | . | -1.0% | -7% | . | ? | -1%
COc1ccc2nc(/C=N/NC(=O)CCNC(=O)OC(C)(C)C)ccc2c1
  5% | -9% | 17% | 1.9% | -1% | -3% | 0% | -11%
O=C(Cc1ccccc1)NCc1n[nH]c(=S)n1-c1ccc(Br)cc1
  -8% | -4% | -8% | -2.9% | 0% | -3% | 8% | -1%
C[n+]1ccc(/C=C/c2ccc(Br)cc2)cc1
  3% | -2% | -17% | -1.0% | -1% | -11%[46.1 µM] | -7% | -1%
Nc1ccc(C(=O)Nc2ccc(Nc3ccncc3)cc2)cc1
  1% | -15% | 1% | -1.0% | -2% | -16% | 6% | 5%
O=S(=O)(NC(=S)NC1CCCCC1)c1ccc(Br)cc1
  16% | -6% | 4% | -0.2% | -3% | 0% | 1% | -7%
COc1cc(C(=O)Nc2ccc3nc4n(c(=O)c3c2)CCCCC4)cc(OC)c1OC
  . | -16% | . | 6.2% | -2% | . | ? | -2%
Cc1ccc(NCc2ccccc2O)c(C)c1
  -10% | ? | -2% | -2.5% | -2% | -12% | 9% | 5%
Cc1ccc(CNC(=O)c2ccc(-c3nc(CS(=O)c4ccccc4)c(C)o3)cc2)cc1 (stereo unspecified)
  . | 4% | . | -2.1% | -1% | . | 10% | 2%
CCCCCc1c(C)nc(SCC(=O)O)[nH]c1=O
  8% | 0% | -10% | -1.0% | 1% | -2%[46.1 µM] | 1% | -19%
Cc1c2ccccc2nc2c(F)c(NCCO)c(F)c(F)c12
  0% | ? | 8% | -1.1% | -14% | 0% | ? | 5%
CCCC(=O)Nc1sc(C(=O)Nc2cccc(N)c2)c(C)c1C(=O)OC
  -3% | -25% | 3% | -1.9% | -3% | 34% | 5% | 2%
COc1cc(OC)cc(-c2nnc(N(C)C(=O)c3ccncc3)s2)c1
  2% | -2% | -2% | 1.1% | -6% | -9% | 5% | 0%
COc1ccccc1NC(=O)C1CCN(c2ncnc3c2nc2n3CCCCC2)CC1
  . | -7% | . | 0.0% | 0% | . | -2% | -2%
CC(C)C1N=C2c3ccccc3N=C(SCC#N)N2C1=O (stereo unspecified)
  -1% | -6% | 0% | -0.9% | -3% | -4%[46.1 µM] | -2% | 2%
Cc1nn(Cc2cccc(C(=O)N3CCCC(C)C3)c2)c(C)c1[N+](=O)[O-] (stereo unspecified)
  -1% | 5% | 0% | 3.5% | -2% | 8% | 5% | 1%
Cc1cc(/C=N\NC(=O)CC(=O)NC2CCCCC2)c(C)n1-c1cccc(Cl)c1Cl
  -19% | -20% | -1% | 0.0% | 2% | -3% | 1% | -2%
COc1cc(S(=O)(=O)NCC2COCCO2)ccc1-n1cnnn1 (stereo unspecified)
  -5% | -5% | 3% | 1.0% | -5% | 6%[46.1 µM] | -1% | -9%
O=C1c2cccc3cccc(c23)C(=O)N1CCCc1n[nH]c(=S)n1-c1ccccc1
  -7% | -5% | -8% | -0.6% | 1% | -22% | 6% | 1%

A run of entries from the list above, as a working copy:
Values run as follows: CBFb RUNX1 block | Tau fluor counter | GLA spleen mod | Epigenetic derep | TexasRed fluor | NPSR antagonist | Tau fibril FP | TRb SRC2 PPI
Cc1oc(C(C)(C)C)cc1C(=O)NC1CCN(Cc2ccccc2)CC1
  0% | -15% | 3% | 0.0% | 2% | 14% | -4% | 2%
CSc1ncc(Cl)c(C(=O)Nc2nc3ccc(F)cc3s2)n1
  . | -1% | . | -1.0% | -7% | . | ? | -1%
COc1ccc2nc(/C=N/NC(=O)CCNC(=O)OC(C)(C)C)ccc2c1
  5% | -9% | 17% | 1.9% | -1% | -3% | 0% | -11%

More compounds:
Values run as follows: CBFb RUNX1 block | Tau fluor counter | GLA spleen mod | Epigenetic derep | TexasRed fluor | NPSR antagonist | Tau fibril FP | TRb SRC2 PPI
O=[N+]([O-])c1cccc(-c2ccc(/C=N/Nc3nc(N4CCCCC4)nc(N4CCCCC4)n3)o2)c1
  ? | ? | -5% | 2.1% | -4% | -26% | 8% | 11%
O=c1ccsn1Cc1ccccc1
  2% | -17% | 2% | 0.0% | -3% | -19%[46.1 µM] | 14µM* | 1%
COc1ccc(CCNC2CC(=O)N(C3CCCCC3)C2=O)cc1OC (stereo unspecified)
  21% | 0% | 1% | -1.2% | -5% | 1% | -2% | 3%
Cc1nc2c(C#N)c(-c3ccc(Cl)cc3)ccn2n1
  1% | 2% | -1% | 1.1% | -6% | 2% | 5% | 3%
CCOC(=O)C1=C(C)N=c2s/c(=C/c3ccccc3)c(=O)n2C1c1ccc(OC)c(OC)c1 (stereo unspecified)
  2% | -9% | 0% | -1.1% | -3% | ? | 1% | -1%
Cc1sc(NC(=O)c2ccccc2)c(C(=O)NC(C)C)c1C
  -1% | 1% | -4% | 0.0% | 1% | 1%[46.1 µM] | 5% | -3%
O=c1[nH][nH]cc1C=Nc1ccc(Cl)cc1
  -3% | 7% | 5% | -1.4% | -2% | 7% | 13% | 5%
CC1CCc2[nH]c3ccc(C(=O)NCCCOC(C)C)cc3c2C1 (stereo unspecified)
  2% | -5% | -3% | -0.1% | -4% | -12% | -4% | 1%
CCOC(=O)C1CCCN(C(=O)C2CCN(S(=O)(=O)c3cnc[nH]3)CC2)C1 (stereo unspecified)
  3% | 10% | 6% | 0.0% | 2% | -4%[46.1 µM] | 8% | 6%
Cc1ccc(C)c(NC(=O)CSc2nc3c([nH]c4ccccc43)c(=O)n2-c2ccc(F)cc2)c1
  . | -9% | . | 4.2% | 6% | . | -7% | 3%
Cc1ccc(S(=O)(=O)CNC(=S)c2cccc(Cl)c2)cc1
  -9% | -13% | -11% | 1.1% | 1% | -1% | 4% | 1%
CC1(C)O[C@H]2C[C@@H]3[C@H]4CCC5=CC(=O)C=C[C@]5(C)[C@@]4(F)[C@@H](O)C[C@]3(C)[C@]2(C(=O)CO)O1
  12% | -3% | 7% | -0.1% | -1% | . | 4% | -12%
O=C(N/N=C/c1cccnc1)c1ccc2c(c1)OCCO2
  -2% | 8% | 6% | -1.0% | -3% | -3% | 2% | -2%
CSc1ccc(/C=C(\C#N)C(=O)NC2CCCCC2)cc1
  1% | 4% | -3% | -0.9% | 1% | 9% | 4% | 12%
CCc1ccc(-n2c(=O)c3c(C)c(C(=O)N(C)C)sc3n(Cc3ccccc3C#N)c2=O)cc1
  . | 1% | . | -1.3% | 3% | . | -2% | -8%
C/C(CCC1CC(C)OC1=O)=N\NC(N)=S (stereo unspecified)
  1% | 7% | -7% | -5.5% | -2% | 10% | 2% | 11%
CC1(C)CCc2nc(SCc3ccccc3)c(C#N)cc2C1
  24% | -8% | 0% | -0.3% | -3% | -13%[46.1 µM] | -4% | -9%
Cc1ccc(S(=O)(=O)N2CCCCC2)cc1NC(=O)COC(=O)Cc1cccc2ccccc12
  -1% | -29% | 5% | -1.0% | 10% | 0% | -6% | 3%
COc1ccc(COc2cccnc2N)cc1
  5% | -16% | 7% | 0.1% | -3% | -21% | 6% | 1%
COC(=O)C/C=C1\c2ccccc2[C@H](OC)[C@H]1C
  7%[13.1 µM] | -2%[11.6 µM] | 10%[17.5 µM] | 0.0%[10.1 µM] | -2%[11.2 µM] | . | 3%[11.6 µM] | 0%[11.2 µM]
O=C(COC(=O)Cc1ccc(F)cc1)NCc1ccco1
  -26% | 4% | 1% | 4.5% | 0% | 10% | 5% | 0%
CC(C)Cn1nc(NC(=O)c2ccco2)c2cc3ccccc3nc21
  ? | -28% | 13% | -0.3% | -2% | 30%[7.67 µM] | -6% | -4%
Cc1nn(C)c(C)c1S(=O)(=O)Nc1ccc2c(c1)OCO2
  -8% | -18% | 3% | -1.1% | 1% | 2%[46.1 µM] | 10% | 5%
Oc1ccccc1/C=N/Nc1ccccc1
  -4% | 25µM*[quencher] | -20% | 1.1% | -6% | 34% | 18% | -4%
O=C(COc1ccc(/C=N/NC(=O)CSCc2ccc([N+](=O)[O-])cc2)cc1)NCc1ccco1
  1% | ? | 0% | -1.6% | 2% | 3% | -9% | 3%
CCCCn1c(SCC(=O)Nc2cc(C)[nH]n2)nc2ccsc2c1=O
  1% | ? | 8% | 18% | 1% | -30%[46.1 µM] | -1% | 12%
CCC1CN(C(=O)Nc2ccccc2C(F)(F)F)c2ccccc2O1 (stereo unspecified)
  . | -30% | . | 0.0% | 2% | . | -7% | -1%
COc1ccc(OC)c(NC(=O)Cn2c(CCC(=O)O)ccc2-c2cccs2)c1
  -15% | -3% | -13% | 0.2% | -1% | -13%[46.1 µM] | 4% | -12%
CCOc1ccc(NC(=O)CN(Cc2ccccc2)S(C)(=O)=O)cc1
  9% | -7% | -3% | 2.4% | -9% | 5%[46.1 µM] | 3% | -6%
CC(C)N(C(=O)Cn1cc(SCC(=O)NCc2ccco2)c2ccccc21)C(C)C
  2% | -13% | -4% | -4.6% | -2% | -42% | 0% | 0%
CCCCOC(=O)c1ccc(-c2ccc(/C=N/NC(=S)NCC)o2)cc1
  3% | -20% | 2% | 4.1% | -2% | -15%[46.1 µM] | -7% | -2%
Cc1cccc(C)c1NC(=O)CC(NCCc1ccccc1)C(=O)O (stereo unspecified)
  3% | 12% | -2% | -2.2% | 1% | 7% | 3% | 7%
CCOC(=O)C1CCN(c2c(NCCC(C)C)c(=O)c2=O)CC1
  0% | 16% | 2% | 2.7% | 0% | 6% | 3% | -3%
CCOC(=O)C(C)Sc1ncnc2c1nnn2-c1ccc(F)cc1 (stereo unspecified)
  0% | -14% | -1% | ? | 0% | -33%[46.1 µM] | -10% | 3%
Cc1ccc(NC(=O)/C=C\C(=O)O)c([N+](=O)[O-])c1
  -3% | -7% | 6% | -1.0% | 0% | 10% | 5% | -9%
CC(C)c1ccc(S(=O)(=O)c2ccc(NN)cc2)cc1
  -1% | ? | 11% | 0.0% | 1% | -20% | 4% | 7%

Screening data: PubChem BioAssay, National Center for Advancing Translational Sciences (NCATS)
